Source: PubChem
BoNT F protease – BoNT F light chain protease inhibition | AID 588497 | Multiplex microsphere protease cleavage assay, flow cytometry | inhibition, % at 10 µM | actives 0.22% (n = 360,000); in the data active means inhibition above about 35%, passing the limit was not always enough; inconclusive means no clear call, values can overlap the other calls; further: plate controls were buffer without enzyme for full effect and enzyme alone for no effect
Anthrax LF prot – anthrax lethal factor protease inhibition; AID 588501; actives 0.12% (n = 360,000); multiplex microsphere protease cleavage assay, LF; inhibition, % at 10 µM; P15917; further: plate controls were buffer without enzyme for full effect and enzyme alone for no effect
Rv3671c inh – inhibits the M. tuberculosis serine protease Rv3671c | actives 0.048% (n = 320,000) | AID 2606 | inhibition, % at 5.96 µM | P9WHR9; in the data active means inhibition above about 38%;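 further: extracellular domain of Rv3671c used as enzyme; 0% = enzyme with DMSO and 100% = no enzyme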
Target sequence (P9WHR9 whole entry, looked up, the tested form may be a part): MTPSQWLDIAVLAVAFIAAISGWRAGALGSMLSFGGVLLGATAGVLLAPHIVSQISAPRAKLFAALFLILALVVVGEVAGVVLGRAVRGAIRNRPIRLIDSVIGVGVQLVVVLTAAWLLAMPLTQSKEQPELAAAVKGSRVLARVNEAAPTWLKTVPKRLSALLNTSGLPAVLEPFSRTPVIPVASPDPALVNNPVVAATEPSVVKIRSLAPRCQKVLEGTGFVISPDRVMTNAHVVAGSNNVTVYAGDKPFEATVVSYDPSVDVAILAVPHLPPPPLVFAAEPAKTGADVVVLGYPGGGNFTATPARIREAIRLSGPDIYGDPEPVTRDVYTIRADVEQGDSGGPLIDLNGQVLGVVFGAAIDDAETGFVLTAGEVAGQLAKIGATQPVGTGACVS
CCHFV vOTU inh – blocks the CCHF virus ovarian tumor domain protease. inhibition, % at 11.5 µM. AID 651958. actives 0.55% (n = 370,000). CCHFV vOTU protease, Pep-AMC fluorescence; in the data active means inhibition above about 30%; further: 0% = vehicle wells with enzyme and 100% = no enzyme wells
PrPC surface inh – reduces human prion protein on the cell surface; P04156; cell surface PrPC, TR-FRET read-out; inhibition, % at 13.8 µM; actives 0.43% (n = 370,000); AID 720596; in the data active means inhibition above about 24%; further: 0% = median of the test wells and 100% = reference compound wells
DUSP3 inh – blocks human VHR1 dual specificity phosphatase. P51452. recombinant VHR phosphatase, pNPP absorbance. inhibition, % at 13.3 µM. actives 0.52% (n = 290,000); in the data active means inhibition above about 50%; further: some compounds called inactive have numbers as strong as hits
Target sequence (P51452 whole entry, looked up): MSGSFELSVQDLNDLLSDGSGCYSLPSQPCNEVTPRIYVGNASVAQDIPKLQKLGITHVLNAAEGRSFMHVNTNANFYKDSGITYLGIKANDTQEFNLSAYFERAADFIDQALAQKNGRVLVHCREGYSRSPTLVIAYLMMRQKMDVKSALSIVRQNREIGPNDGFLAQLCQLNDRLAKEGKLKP
MazF activator – activators of E. coli MazEF toxin-antitoxin RNase | FAM/BHQ RNA-DNA oligo cleavage fluorescence, 5 h | activation, % at 20 µM | P0AE70 | actives 0.32% (n = 350,000); in the data active means activation above about 50%
Target sequence (P0AE70 whole entry, looked up): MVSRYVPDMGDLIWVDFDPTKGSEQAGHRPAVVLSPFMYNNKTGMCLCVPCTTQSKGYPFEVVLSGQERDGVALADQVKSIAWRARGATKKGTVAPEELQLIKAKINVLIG
BoNT-A LC inh2 – blocks Botulinum neurotoxin A light chain protease; actives 0.17% (n = 360,000); multiplex microsphere protease substrate cleavage, flow cytometry; inhibition, % at 10 µM; further: plate controls were buffer without enzyme for full effect and enzyme alone for no effect
PriA SSB inh – K. pneumoniae PriA-SSBct interaction inhibition | AlphaScreen SSBct-PriA binding, biotinylated peptide | inhibition, % at 33 µM | actives 0.6% (n = 430,000) | AID 1272365; in the data active means inhibition mostly above about 37%, no sharp cut-off; inactive means mostly below about 20%;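 further: plate controls were negative control peptide for no effect and reference peptide for full effect; strong numbers were not always called active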
3CLpro inhibitor – SARS-CoV 3CLpro protease inhibition | recombinant SARS-CoV 3CLpro, quenched FRET peptide cleavage | P0C6X7 | AID 1706 | actives 0.14% (n = 290,000) | inhibition, % at 6 µM; in the data active means inhibition above about 12%
* marks the source's active call; other numbers are inactive results; i = inactive; ? = inconclusive; . = not tested or not shown. Unless noted, no stated cut-off is given here; in the data, active means inhibition above about 30%; inconclusive means no clear call, values can overlap the other calls; inactive means below that.

Results follow in this order: BoNT-A LC inh2	3CLpro inhibitor	MazF activator	CCHFV vOTU inh	DUSP3 inh	PrPC surface inh	BoNT F protease	Rv3671c inh	PriA SSB inh	Anthrax LF prot
1: CCOc1cc2[nH]c(=S)n(CCCN3CCOCC3)c(=O)c2cc1OCC
  -0.1	-4	5	1	17	-7	2	5	2	-9
2: CC(C)[C@@H](C(=O)N1CCCC1)N1C(=O)N2CCc3c([nH]c4ccccc34)[C@@]2(C)C1=O
  0.4	-2	5	-8	5	-3	1	-3	.	0
3: COc1ccccc1C(=O)NCCC(=O)NCC(c1ccccc1)N(C)C (centres undefined)
  0.6	-3	1	4	18	-5	0	-16	-13	-1
4: CCOC(=O)c1c(C)[nH]c(C=C2C(=O)CCCC2=O)c1O
  1.2	3	-6	-4	-12	-2	-1	10	2	0
5: CC(C)=CCCC(C)CN1CCC(n2nccc2NC(=O)c2ccccc2)CC1 (centres undefined)
  0.5	-5	3	10	-9	-14	8	0	-9	-1
6: COc1cc(C(=O)N2C(=O)c3cccc(N)c3C2=O)cc(OC)c1OC
  0.6	0	76*	-12	-15	0	4	-1	6	-2
7: CN1N=C(c2ccc(Cl)cc2)CC(c2ccc(Cl)cc2)C1=O (centres undefined)
  -1.0	2	-8	0	30	5	-6	-6	-11	-3
8: C[n+]1ccc2[nH]c3ccccc3c2c1
  -0.5	.	.	-3	.	-1	-9	.	.	0
9: CCOc1ccccc1C1CC(=O)NC2=C1C(=O)CCC2 (centres undefined)
  0.0	6	6	-3	3	9	-4	3	-3	1
10: COC(=O)CSc1nnc(CNC(=O)Cc2ccccc2)n1-c1ccccc1OC
  -0.6	0	7	.	14	.	-10	0	-6	1
11: N/C(=N\OC(=O)C1CCCCC1)c1cccc([N+](=O)[O-])c1
  -0.4	4	2	.	-5	.	-14	-6	.	-2
12: CCOC(=O)CNC(=S)N(Cc1ccccc1)Cc1ccccc1F
  0.0	3	1	2	37	6	3	-9	-26	-7
13: O=C(Cc1ccsc1)OCC(=O)c1ccccc1
  -0.3	.	2	-8	.	1	-2	-3	-30	-1
14: COc1ccc2cc(-c3ccn[nH]3)ccc2c1
  -6.3	-4	-1	4	14	5	-23	0	12	-10
15: O=S(=O)(NCc1ccco1)c1ccc(S(=O)(=O)N2CCCC2)cc1
  -1.1	2	5	-6	26	1	1	-10	4	-1

Later entries:
Results follow in this order: BoNT-A LC inh2	3CLpro inhibitor	MazF activator	CCHFV vOTU inh	DUSP3 inh	PrPC surface inh	BoNT F protease	Rv3671c inh	PriA SSB inh	Anthrax LF prot
16: Cc1ccc(NC(=O)C2CCCN(S(=O)(=O)c3c(C)noc3/C=C/N(C)C)C2)c(C)c1 (centres undefined)
  2.8	0	8	-4	12	-4	5	-12	-6	0
17: CC1(C)Cc2c(c(=S)nc(-c3ccccc3)n2CCO)CO1
  -0.4	-4	0	16	-25	4	-13	-1	-4	0
18: FC(F)(F)c1ccccc1CNCc1ccc2c(c1)OCO2
  -0.6	-1	9	0	12	1	-17	.	-13	-2
19: COC(=O)[C@@]1(C)[C@H]2C(=O)N(C)C(=O)[C@H]2[C@H]2CN=C(SCC(=O)c3ccccc3)N21
  -0.4	.	4	-6	.	3	-4	.	-11	-5
20: O=C(OCC(=O)N1CCCCC1)c1ccc2c(c1)C(=O)N(Cc1ccco1)C2=O
  0.2	.	4	-6	.	-1	-4	4	-7	-11
21: CC1(C)CC(=O)c2sc(NC(=O)C3CC3)nc2C1
  -0.4	0	1	2	-4	-2	-6	8	-7	-4
22: O=C(CN1CCN(Cc2cccc(Cl)c2)C1=O)NCc1cccs1
  0.2	1	8	-12	12	1	2	14	-7	-7
23: CC(C)Cc1ccc(C(=O)Nc2ccc(Cc3ccncc3)cc2)o1
  -3.8	1	2	8	25	15	-26	.	0	-4
24: CC(C)C(=O)c1cn(CC(=O)O)c2ccccc12
  -1.2	-2	-16	2	-18	4	-15	6	-11	5
25: Cn1c(N)c(C(=O)COC(=O)c2ccccn2)c(=O)n(C)c1=O
  -2.1	2	10	-1	13	-4	-6	3	-4	-2
26: COC(=O)c1ccc(C)c(NC(=O)CCCN2C(=O)NC(C)(C)C2=O)c1
  .	.	7	1	.	-6	.	2	2	.
27: O=C(CSc1nnc(-c2ccc(Cl)cc2)n1-c1ccc(Cl)cc1)N/N=C/c1ccccc1C(=O)O
  .	3	-4	.	25	.	.	1	i	.
28: Cc1nn(CCc2n[nH]c(=S)n2-c2ccc(F)c(Cl)c2)c(C)c1[N+](=O)[O-]
  -0.8	1	5	-19	27	2	-9	3	-29	-2
29: C#CCOCCOCCOCCNc1nc(N2CCN(C(=O)Cn3cc(CCCCN)nn3)CC2)nc(N2CCN(C(=O)[C@H](C)n3cc(CCC(=O)O)nn3)CC2)n1
  0.1	.	-1	-5	.	-2	3	.	-10	13
30: O=C(N/N=C\c1cccc(F)c1)c1ccc(Cn2cc(Br)c([N+](=O)[O-])n2)o1
  1.5	-1	11	7	-7	-14	0	-6	.	-1

(list continues)
Results follow in this order: BoNT-A LC inh2	3CLpro inhibitor	MazF activator	CCHFV vOTU inh	DUSP3 inh	PrPC surface inh	BoNT F protease	Rv3671c inh	PriA SSB inh	Anthrax LF prot
31: CC(C)Oc1ccc(C2CC(=O)N(c3cccc(Br)c3)C2=O)cc1 (centres undefined)
  -1.2	-1	-6	2	0	-2	-4	1	-2	-5
32: CC(=O)c1cccc(NC(=O)C2=CC(c3cccs3)=NS(=O)(=O)N2C)c1
  -1.2	-1	9	10	-9	-21	-4	-3	13	-1
33: C=CCC[C@@H](Cc1ccc(F)cc1)C(=O)OC[C@H](Cc1c[nH]c2ccccc12)NC(=O)[C@@H](CC=C)CC(=O)NCCO
  -0.3	.	9	18	.	-2	1	0	2	-7
34: Cc1cccc(OCCOCCN2CCOCC2)c1C
  -1.2	1	7	2	10	4	-2	-7	0	-3
35: CC(Sc1ncnc2sccc12)C(=O)Nc1ccc(S(=O)(=O)N2CCOCC2)cc1 (centres undefined)
  0.1	.	3	4	.	6	1	.	-7	-9
36: S=c1[nH]nc(-c2cccnc2)n1/N=C/c1ccccc1
  1.2	-1	0	19	29	1	-2	4	.	-3
37: COCCCn1cc(CN2CC(N3CCN(CCO)CC3)CS2(=O)=O)nn1 (centres undefined)
  0.3	.	.	10	.	-3	1	.	.	3
38: O=C(Nc1ccccc1)OCc1cncs1
  0.6	-2	5	8	5	0	5	-4	-1	1
39: COC(=O)C1=C(c2c(C)noc2C)C[C@@H]2CC[C@H]1N2C(=O)N1CCc2cc(OC)c(OC)cc2C1
  -0.1	.	4	.	.	.	0	-6	3	0
40: Cc1c(C(=O)NCc2ccccc2)oc2ccc(S(=O)(=O)N3CCC4(CC3)OCCO4)cc12
  -0.6	-1	4	10	6	1	0	3	-10	0
41: N#Cc1ccccc1Cn1c(=O)oc2ccccc21
  1.3	3	7	-12	1	-5	11	0	-5	5
42: O=C(O)C1C(C(=O)Nc2ccc(Cl)cc2)C2C=CC1C21CC1 (centres undefined)
  0.7	3	4	17	29	12	6	9	-2	9
43: Cc1cc(C)cc(NC(=O)N2CCC(NC(=O)c3ccccc3C)CC2)c1
  0.6	3	-4	3	-32	-1	?	3	-23	5
44: COc1ccc(C(=O)NC2CC(C)(C)NC(C)(C)C2)cc1S(=O)(=O)N1CCOCC1
  0.1	.	7	1	.	2	-3	.	.	1
45: O=S(=O)(c1ccc(NC(=S)N2CCN(c3ccc(O)cc3)CC2)cc1)N1CCOCC1
  0.7	2	7	-1	8	10	9	7	-11	-3

Other structures.
Results follow in this order: BoNT-A LC inh2	3CLpro inhibitor	MazF activator	CCHFV vOTU inh	DUSP3 inh	PrPC surface inh	BoNT F protease	Rv3671c inh	PriA SSB inh	Anthrax LF prot
46: O=C(NCC(c1cccnc1)N1CCN(c2ccc(F)cc2)CC1)c1ccco1 (centres undefined)
  -0.9	-5	2	-3	-11	0	-14	1	9	-8
47: COc1cccc(C(c2nnnn2C2CCCCC2)N2CCN(C/C=C/c3ccccc3)CC2)c1OC (centres undefined)
  -0.3	.	.	7	.	-4	4	.	.	1
48: Cc1ccc(S(=O)(=O)NC(CC(C)C)C(=O)Nc2ccncc2)cc1 (centres undefined)
  4.2	.	-4	-2	.	-8	-3	7	-6	5
49: COc1cc(C(O)c2nc3ccccc3n2C)cc(OC)c1OC (centres undefined)
  -0.6	5	-10	0	32	16	4	0	-16	-3
50: N#CC1CC(c2ccccc2)=NN1c1ccccc1[N+](=O)[O-] (centres undefined)
  0.8	6	3	-8	4	-10	2	0	11	-8
51: Cc1ccc(S(=O)(=O)N2CCOCC2)cc1C(=O)OCC(=O)NCCc1ccc(F)cc1
  -0.9	.	-7	16	.	5	4	0	-3	6
52: CCc1nc2ccc(C(=O)NCCc3ccccn3)cn2c1N(C)Cc1nccs1
  0.2	.	.	-8	.	-7	2	.	.	0
53: Nc1nc(SCCC(F)=C(F)F)n[nH]1
  -0.4	2	2	1	7	2	-3	-4	-6	-6
54: Cc1occc1C(=O)N1CCCc2ccccc21
  0.5	8	2	-1	-19	-2	5	6	-11	1
55: Cc1ccc(N2CCN(/N=C/C=C/c3ccccc3)CC2)cc1
  0.8	3	-15	0	13	7	5	-10	.	-4
56: Cc1c(Cl)cnc(NC(=O)COC(=O)CCC(=O)c2cccs2)c1Cl
  0.7	-1	0	16	18	4	-6	.	-5	-1
57: OCC1(Cc2ccccc2)CCN(Cc2cccc(F)c2F)CC1
  -0.3	-1	0	-11	35	2	2	-5	7	-1
58: Cc1ccc2nc(NCCC(=O)O)nc(-c3ccccc3)c2c1
  1.7	0	-5	-11	6	-1	-6	2	-15	0
59: COc1ccc(CN/C(C)=C(/C#N)C(N)=O)cc1OC
  1.7	4	2	17	3	-1	10	4	1	-2
60: Cc1ccc(NC(=O)COC(=O)CN2C(=O)NC3(CCCC3)C2=O)cc1S(=O)(=O)N(C)C
  0.1	-1	4	-3	22	-1	1	-8	-6	2

Whole records, looked up by structure. Values in the order: BoNT-A LC inh2 | 3CLpro inhibitor | MazF activator | CCHFV vOTU inh | DUSP3 inh | PrPC surface inh | BoNT F protease | Rv3671c inh | PriA SSB inh | Anthrax LF prot
Record of Nc1nc(SCCC(F)=C(F)F)n[nH]1 = -0.4 | 2 | 2 | 1 | 7 | 2 | -3 | -4 | -6 | -6
Record of Cc1c(Cl)cnc(NC(=O)COC(=O)CCC(=O)c2cccs2)c1Cl = 0.7 | -1 | 0 | 16 | 18 | 4 | -6 | . | -5 | -1
Record of Cc1occc1C(=O)N1CCCc2ccccc21 = 0.5 | 8 | 2 | -1 | -19 | -2 | 5 | 6 | -11 | 1
Record of CCc1nc2ccc(C(=O)NCCc3ccccn3)cn2c1N(C)Cc1nccs1 = 0.2 | . | . | -8 | . | -7 | 2 | . | . | 0

Not all compounds are listed; count on the stated rates, not on these rows.
